# Screens: PubChem, several laboratories
# BoNT-A LC inh2 – blocks Botulinum neurotoxin A light chain protease; multiplex microsphere protease substrate cleavage, flow cytometry; inhibition, % at 10 µM; actives 0.17% (n = 360,000); AID 588499; note: plate controls were buffer without enzyme for full effect and enzyme alone for no effect
# PrPC surface inh – inhibitors of human cell surface prion protein PrPC | P04156 | TR-FRET read-out | inhibition, % at 13.8 µM | actives 0.43% (n = 370,000) | AID 720596; in the data active = inhibition above about 24%; note: 0% = median of the test wells and 100% = reference compound wells
# Anthrax LF inh2 – anthrax lethal factor protease inhibition | inhibition, % at 10 µM | P15917 | actives 0.12% (n = 360,000) | multiplex microsphere protease cleavage assay, LF | AID 588501; note: plate controls were buffer without enzyme for full effect and enzyme alone for no effect
# Target sequence (P15917 whole entry, looked up): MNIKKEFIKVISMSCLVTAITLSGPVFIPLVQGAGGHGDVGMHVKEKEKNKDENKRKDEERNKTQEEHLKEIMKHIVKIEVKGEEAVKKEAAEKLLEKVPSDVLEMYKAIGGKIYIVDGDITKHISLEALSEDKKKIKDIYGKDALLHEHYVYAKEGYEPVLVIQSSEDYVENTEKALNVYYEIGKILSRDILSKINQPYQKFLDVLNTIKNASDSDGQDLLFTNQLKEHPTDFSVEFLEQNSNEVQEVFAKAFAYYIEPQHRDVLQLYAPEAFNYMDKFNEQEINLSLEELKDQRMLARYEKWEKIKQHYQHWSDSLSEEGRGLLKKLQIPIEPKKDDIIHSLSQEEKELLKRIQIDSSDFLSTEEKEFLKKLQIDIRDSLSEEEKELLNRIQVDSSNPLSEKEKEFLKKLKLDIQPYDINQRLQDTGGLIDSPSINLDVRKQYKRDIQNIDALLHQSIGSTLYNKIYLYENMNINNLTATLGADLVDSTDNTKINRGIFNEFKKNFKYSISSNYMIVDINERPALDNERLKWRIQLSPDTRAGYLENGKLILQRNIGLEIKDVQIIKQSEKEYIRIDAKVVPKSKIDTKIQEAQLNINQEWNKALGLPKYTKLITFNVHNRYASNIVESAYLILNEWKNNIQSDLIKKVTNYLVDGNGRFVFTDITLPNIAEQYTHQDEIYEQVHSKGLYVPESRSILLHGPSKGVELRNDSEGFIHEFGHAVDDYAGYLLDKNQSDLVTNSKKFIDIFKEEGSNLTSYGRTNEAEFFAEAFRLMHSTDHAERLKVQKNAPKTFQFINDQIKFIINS
# PfHsp40 yeast – compounds rescuing yeast from Plasmodium falciparum HSP40 toxicity; S. cerevisiae expressing PfHsp40, growth rescue, ATP luminescence; growth rescue, % at 12.5 µM; actives 0.68% (n = 340,000); AID 504582; in the data active = growth rescue above about 28%, passing the limit was not always enough; inconclusive = no clear call, values can overlap the other calls;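 note: yeast W303a lacking pdr1 and pdr3 grown in galactose medium; growth measured after three days at 30 °C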
# TcdB GH inh – TcdB glycohydrolase inhibition; AID 652162; TcdB glycohydrolase enzymatic assay, plate reader; actives 0.24% (n = 350,000); P18177; inhibition, % at 9.99 µM; in the data active = inhibition above about 10%
# PriA SSB inh – K. pneumoniae PriA-SSBct interaction inhibition. AlphaScreen SSBct-PriA binding, biotinylated peptide. inhibition, % at 33 µM. actives 0.6% (n = 430,000); in the data active = inhibition mostly above about 37%, no sharp cut-off; inactive = mostly below about 20%;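 note: plate controls were negative control peptide for no effect and reference peptide for full effect; strong numbers were not always called active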
# BH1578 lux ind – inducers of Vibrio cholerae quorum light production without autoinducers. activation, % at 18.7 µM. V. cholerae BH1578 lux reporter, luminescence, 6 h. actives 0.16% (n = 350,000). AID 588436; in the data active = activation mostly above about 9.7%, no sharp cut-off; inconclusive = no clear call, values can overlap the other calls; inactive = mostly below about 3.7%; note: not every result past the cut was called active; inactives centre near 0; reference of the scale not given here
# Y pestis TopoI – inhibitors of Yersinia pestis topoisomerase I | Y. pestis Topo-I cleavage product accumulation, plate reader | activity, % at 10 µM | actives 0.064% (n = 360,000); in the data active = activity above about 50%, passing the limit was not always enough; inconclusive = no clear call, values can overlap the other calls; note: inactives centre near 2
# SARS 3CLpro inh – SARS-CoV 3CLpro protease inhibition; inhibition, % at 6 µM; AID 1706; recombinant SARS-CoV 3CLpro, quenched FRET peptide cleavage; P0C6X7; actives 0.14% (n = 290,000); in the data active = inhibition above about 12%
# Active calls of the source: *; i = inactive; ? = inconclusive; . = not tested or not shown. Cut-off read from the data, not from the text of the source, unless noted: active = inhibition above about 30%; inconclusive = no clear call, values can overlap the other calls; inactive = below that.
structure,BoNT-A LC inh2,PrPC surface inh,Anthrax LF inh2,PfHsp40 yeast,TcdB GH inh,PriA SSB inh,BH1578 lux ind,Y pestis TopoI,SARS 3CLpro inh
Cc1ccc(-n2ncc(C#N)c2/N=C/N2CCN(C)CC2)cc1,0.4,-5,0,1.2,.,.,i,-6,-7
O=C(CSc1nnc(-c2cccnc2)n1CCc1ccccc1)NCc1ccccc1,-0.6,4,5,-1.1,.,3,i,3,0
O=C(CCS(=O)(=O)c1ccc(F)cc1)Nc1ccc(N2CCN(Cc3ccccc3)CC2)cc1,1.6,3,-7,-0.8,-7.2,26,-4.2,20,.
O=[N+]([O-])c1ccc(NCc2ccc(Cl)cc2)nc1,3.1,-7,-5,11,0.5,2,-1.6,-3,-3
Cc1cc(C)n2nc(C(=O)OCCOc3ccc(Br)cc3)nc2n1,0.2,-6,-1,-0.2,.,-16,i,1,-3
COCCN(C(=O)COC(=O)CCOc1ccccc1C)c1c(N)n(Cc2ccccc2)c(=O)[nH]c1=O,2.0,1,-6,-1.5,-1.6,-6,-1.4,21,.
CC1=CCC[C@@H]2[C@]3(CC/C(=C/CO)CO)CO[C@@]2(C1)[C@@H](O)C[C@H]3C,0.6,0,0,.,1.3,.,-0.5,1,.
O=C(O)C1Sc2[nH]c(=O)sc2C2c3ccc(O)cc3OC(=O)C12 (stereo not given),0.0,-9,-8,1.8,-1.2,-1,8.5,36,1
CC(/C=N/N1CCN(c2ccc(C)cc2)CC1)=C\c1ccccc1,-1.3,3,4,-1.9,.,.,-1.6,3,2
COc1ccc(CNC(=O)CSc2cc(=O)n(C)c3ccccc23)cc1,-0.3,0,-1,-1.2,0.6,0,-0.2,-4,1
CC(C)CCNC(=O)C(c1ccco1)N(Cc1ccccc1)C(=O)c1snc(C(N)=O)c1N (stereo not given),2.2,1,-3,0.7,1.3,-3,-0.2,-2,0
CCCCNC(=O)C1(C)CCN1Cc1ccc(C(=O)OCC)cc1 (stereo not given),-0.6,7,-2,.,0.4,.,i,17,.

# Quoted at random: 2 entries already listed.
structure,BoNT-A LC inh2,PrPC surface inh,Anthrax LF inh2,PfHsp40 yeast,TcdB GH inh,PriA SSB inh,BH1578 lux ind,Y pestis TopoI,SARS 3CLpro inh
CC(C)CCNC(=O)C(c1ccco1)N(Cc1ccccc1)C(=O)c1snc(C(N)=O)c1N (stereo not given),2.2,1,-3,0.7,1.3,-3,-0.2,-2,0
Cc1ccc(-n2ncc(C#N)c2/N=C/N2CCN(C)CC2)cc1,0.4,-5,0,1.2,.,.,i,-6,-7

# Next structures follow:
structure,BoNT-A LC inh2,PrPC surface inh,Anthrax LF inh2,PfHsp40 yeast,TcdB GH inh,PriA SSB inh,BH1578 lux ind,Y pestis TopoI,SARS 3CLpro inh
COc1ccc2[nH]c3c(c2c1)CCN1C(=O)C(CC(=O)NCCCN(C)C)C[C@H](C(=O)N2CCCCC2)[C@@]31C (stereo not given in full),0.1,-1,6,-0.8,-0.5,-7,i,-11,.
CC(C)COc1ccc(CNC(=S)NCc2ccccc2)cc1,9.5,-1,0,51*,.,-30,i,19,2
CCCCN(C(=O)CCNC(=O)NC12CC3CC(CC(C3)C1)C2)c1c(N)n(CCC)c(=O)[nH]c1=O,2.6,1,0,0.7,0.2,0,i,8,.
CCCN(CCC)CC(O)Cn1cc(/C=C/C(=O)c2cccs2)c2ccccc21 (stereo not given),24,-5,11,0.6,0.5,-5,-0.3,16,-1
Cc1ccc(NC(=O)c2c3c(nc4ccccc24)CCC3)cc1S(=O)(=O)N(C)C,-0.4,-3,-6,4.9,1.7,0,-0.5,-2,2
Cc1sc2ccccc2c1CNC[C@H]1O[C@@H](n2cnc3c(N)ncnc32)[C@H](O)[C@@H]1O,0.0,-2,-3,-0.5,0.5,-9,i,-4,.
COc1ccc(/C=N/NC(=O)c2cccnc2)cc1CN1CCOCC1,?,-6,2,-0.9,0.3,i,-0.6,-11,5
O=C(Nc1ncc2c(n1)-c1ccccc1CC2)c1ccc(Cl)cc1,1.6,6,2,-0.3,.,1,0.1,25,1
C[C@H](CO)N1C[C@H](C)[C@@H](CN(C)S(=O)(=O)c2ccc(F)cc2)Oc2ccc(NC(=O)Nc3ccc4c(c3)OCO4)cc2C1=O,0.4,5,-2,0.3,-0.6,12,-2.0,17,.
CCn1c(C)nc2cc(C(=O)NNC(=S)Nc3ccc(Cl)cc3)ccc21,0.2,4,4,5.3,0.0,-7,i,-5,1
Cc1ccc2nc(SCC(=O)Nc3nonc3C)[nH]c2c1,-1.8,10,-3,0.2,0.6,0,-0.5,-2,-2
CC(C)N(C(=S)Nc1cccc(S(=O)(=O)N(C)C)c1)c1ccccc1,-0.3,6,-4,-0.4,0.8,-2,0.0,-4,2
CC1(C(=O)NC2CCCCCCC2)CCC(=O)N1Cc1cccs1 (stereo not given),0.0,2,-2,-0.9,.,-1,-0.3,16,3
CCc1cc2c(NCc3ccco3)ncnc2s1,0.4,12,1,-0.5,.,2,-1.8,-4,-10
COc1cc(OC)cc(C(=O)OCC(=O)Nc2cccc(C(C)=O)c2)c1,2.1,-6,11,1.0,-0.5,2,-5.6,-2,-2
CCN1CCN(C(=O)c2ccc(Cl)c(S(=O)(=O)N(C)c3ccccc3)c2)CC1,4.2,1,-2,0.1,1.1,-12,-0.6,6,.
O=C(CN1C(=O)NC(CCc2ccccc2)C1=O)Nc1ccccc1C(F)(F)F (stereo not given),-0.9,-5,4,0.3,1.0,-10,0.7,1,.
O=c1cc(N2CCCCC2)c(-c2ccccc2)nn1Cc1c(Cl)cccc1Cl,0.4,-4,1,-0.5,.,-12,i,32,5
Cc1ccccc1NS(=O)(=O)c1cc(S(C)(=O)=O)ccc1C,-0.6,4,-3,-0.3,0.1,-11,-0.2,2,2
COc1ccc(C(=O)N/N=C/c2ccccc2OC(=O)c2ccccc2)cc1,0.6,10,-3,2.5,1.2,.,-0.6,21,8
NC(N)=N/N=C/c1ccc(OCc2ccc(Cl)cc2)cc1,-0.5,-7,-9,1.6,.,.,i,5,-4
C/C(CC(=O)NC12CC3CC(CC(C3)C1)C2)=N\NC(=O)Cc1cccs1,-1.1,-3,1,0.0,.,.,-0.2,7,5
NNC(=O)c1nnn(-c2nonc2N)c1-c1cccs1,-1.9,4,-6,0.1,.,-9,i,-4,1
COCCN(CC(=O)NCc1ccc(F)cc1)C(=O)CCC(=O)Nc1ccccn1,-0.7,-8,-2,0.1,.,-5,i,-1,0
COc1ccc(C(=O)Nc2cccc(S(C)(=O)=O)c2)cc1OC,0.1,-3,1,-0.2,0.9,-4,i,-1,-1
COc1ccccc1N1CCN(Cc2ccc(Br)s2)CC1,0.5,5,-3,-0.4,.,-1,i,18,0
Cc1ccc(NC(=O)CNCc2ccccc2)cc1Br,0.3,4,-5,0.4,0.0,-5,-0.4,0,-2
COc1cccc(C(=O)NNC(=O)c2ccc3ccccc3c2)c1,-0.4,-11,-4,0.0,-5.8,-25,-3.3,-10,.
CCCCCC(=O)NNC(=S)NC(=O)c1cccc([N+](=O)[O-])c1,-0.5,-7,0,4.6,.,-2,-0.2,-11,-5
CC(/C=C/c1ccccc1F)=N\NC(=O)c1ccc(Cl)cc1,-0.3,5,1,-0.8,0.6,.,-0.3,8,-3
COc1ccc(-c2cc(C(=O)N3CCN(c4cccc(C)c4C)CC3)c3ccccc3n2)cc1OC,0.5,.,?,-0.7,-0.2,-13,i,14,.
Cc1ccc(S(=O)(=O)CCSc2nc(C)cc(C)c2C#N)cc1,-3.0,-4,-1,3.9,.,-33,-0.4,4,5
COC(=S)Nc1cccc(C(F)(F)F)c1,.,5,.,-0.6,0.3,-11,-0.4,-2,5
CNC(=S)/N=C/NOCc1c(Cl)cccc1Cl,-0.7,-5,3,-1.8,-1.7,.,-0.1,13,3
C[C@H](NS(=O)(=O)c1ccccc1)C(=O)OCC(=O)NC(=O)Nc1ccc2c(c1)OCCO2,-1.2,6,-6,-0.7,1.4,8,-0.2,7,5
COc1ccc(-c2nnn(CC(=O)N(CCCN3CCOCC3)C(C(=O)NC3CCCC3)c3ccc(C)o3)n2)cc1 (stereo not given),1.0,-4,-2,0.6,0.6,4,-0.9,21,7
Cc1cccc(S(=O)(=O)NC(=O)C2(C)CCN2C(=O)c2c(C)noc2C)c1 (stereo not given),-0.1,-8,-1,.,0.4,.,-0.1,6,.
Cc1cc([N+](=O)[O-])ccc1NC(=O)COc1nsnc1N1CCOCC1,-0.1,-16,-1,-0.5,2.7,-4,-0.2,-6,-4
CNC(=O)c1c(NC(=O)c2cccc(N3C(=O)CCC3=O)c2)sc2c1CCCC2,0.4,5,2,-0.7,0.5,-8,0.8,10,2
Cc1cc(SCC(=O)c2ccccc2)nc(=O)[nH]1,.,-12,.,-0.9,-0.8,-4,0.0,-4,-7
CCOC(=O)c1cc2c(C)nn(-c3ccccc3)c2s1,1.3,-5,-1,0.7,.,-12,0.6,4,-3
Cc1ccc(N(Cc2ccccc2)C(=O)c2cc(S(=O)(=O)N3CCOCC3)ccc2N2CCCC2)cc1,-0.4,5,-4,0.7,0.0,13,i,-5,.
CN(C)S(=O)(=O)c1cccc(COC(=O)CNC(=O)c2ccc(Br)o2)c1,1.0,-1,-4,-0.8,1.3,-3,0.9,-11,.
Cc1cnc(C(=O)Nc2ccccc2-c2nnn(CC(=O)NC3CCCC3)n2)cn1,-0.5,8,2,-0.6,.,0,-1.0,7,-9
COc1cc(-c2cnc3c(NC=O)cc(-c4cccnc4)cn23)cc(OC)c1OC,0.0,1,2,.,-9.0,.,2.7,2,.
COc1ccc(/C=N/n2cnnc2)cc1Br,3.7,-15,11,.,0.5,i,-0.9,0,1
Cc1c(NC(=O)C(C)Sc2nnc(-c3ccccc3)o2)c(=O)n(-c2ccccc2)n1C (stereo not given),-0.3,-2,0,0.2,.,-6,-1.0,9,3
CCN(CC)C(=O)c1[nH]cnc1C(=O)Nc1cccc(Cl)c1,0.0,-2,2,0.2,1.8,-8,0.5,-1,.
COc1cc(F)ccc1S(=O)(=O)N1CCN(Cc2ccccc2)CC1,-4.6,-7,10,0.0,1.4,-12,i,-5,1
Cc1cccc(OCC(=O)Nc2c3c(nn2C(C)(C)C)CS(=O)(=O)C3)c1,-1.2,-2,-5,2.2,1.2,-11,i,0,0
COc1cccc2c(=O)c(SC(F)(F)C(F)C(F)(F)F)c(C)[nH]c12 (stereo not given),-0.3,1,-3,-0.4,.,-18,i,11,3
O=C(CSc1nnc(-c2ccccc2)c(-c2ccccc2)n1)N1CCc2ccccc21,4.8,-3,-2,-1.8,.,10,-1.8,3,-1
COc1ccc(CNc2oc(-c3cccc4ccccc34)nc2P(=O)(OC)OC)cc1,-1.5,3,-4,-1.3,1.6,-33,-0.6,29,1
CCOC(=O)CSc1nnc(NC(=O)CN2CCN(C=O)CC2)s1,-1.7,-10,-9,0.2,0.8,2,1.4,0,-3
COc1cccc(NC(=O)CSCC(=O)O)c1,-1.1,-5,2,-0.7,.,-8,i,3,7
NCCCC[C@H]1CNC(=S)N1CCc1cc(C(F)(F)F)cc(C(F)(F)F)c1,-1.0,-12,-4,-1.8,-2.8,3,-1.0,-23,-4
COc1ccccc1CNC(=O)c1cc(-c2ccccc2)n(Cc2cc(C)no2)n1,0.1,-1,2,-0.6,0.2,-19,i,24,.
CCOC(=O)COn1c(=O)c(-c2ccco2)[n+]([O-])c2ccccc21,0.5,0,-2,-1.0,.,-7,-1.4,-7,2
O=C(C1CCN(c2ncnc3c2nc2n3CCCCC2)CC1)N1CCN(c2ccccc2F)CC1,0.4,6,-2,-0.8,-0.9,-10,-5.1,18,-1
CCN(C(=O)C12CC3CC(CC(C3)C1)C2)C1CCS(=O)(=O)C1 (stereo not given),-9.2,-5,-4,-0.1,-2.0,4,-0.3,-3,.

# A portion of the library; rates above refer to the full screens.
